GLP-1R inv ag: qHTS of GLP-1 Receptor Inverse Agonists (Inhibition Mode). HEK293 GLP-1R CRE-luciferase, luminescence, 24 h; GLP-1R form is constitutively active. Potency, µM (top dose mostly 38.3 µM), inactives show top-dose activity change, negative = inhibition, actives largely listed as inhibitors. Glucagon-like peptide 1 receptor (Homo sapiens), P43220. AID 624417, 2012. 410,000 compounds, 1.6% hits; note: potency is the fitted concentration of half-maximal effect; % is set by controls: 0 for no effect and ±100 for the full control effect; nearly all actives have a fitted effect of over 55% in size
Target sequence (P43220 whole entry, looked up): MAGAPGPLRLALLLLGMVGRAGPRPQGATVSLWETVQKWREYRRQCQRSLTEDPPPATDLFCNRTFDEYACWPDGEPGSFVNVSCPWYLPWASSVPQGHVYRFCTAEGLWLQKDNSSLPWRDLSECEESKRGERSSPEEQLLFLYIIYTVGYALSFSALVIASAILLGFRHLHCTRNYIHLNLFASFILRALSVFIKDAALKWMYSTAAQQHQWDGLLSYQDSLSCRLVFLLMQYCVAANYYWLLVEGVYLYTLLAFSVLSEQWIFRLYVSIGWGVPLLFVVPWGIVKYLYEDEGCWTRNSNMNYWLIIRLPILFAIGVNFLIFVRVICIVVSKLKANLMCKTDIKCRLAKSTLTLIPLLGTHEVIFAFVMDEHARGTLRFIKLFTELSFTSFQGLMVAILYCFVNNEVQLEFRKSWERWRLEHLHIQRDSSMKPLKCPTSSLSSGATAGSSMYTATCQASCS
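Inverse agonists were sought by their lowering of basal cAMP reporter luciferase output in HEK293 cells stably carrying constitutively active human GLP-1R, after 24 h compound treatment.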
FUS yeast rescue: qHTS for Suppressors of FUS Proteinopathy: Primary screen using FUS-linked yeast assay; S. cerevisiae FUS-expressing, growth rescue, OD600, 24 h; Potency, µM (top dose mostly 76.6 µM), for the others: at the top dose growth rescue (activation), usual class: activators; 390,000 compounds, 0.24% hits; AID 1347120, 2019;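 note: potency is the fitted concentration of half-maximal effect; plate controls were DMSO vehicle for no effect and reference control for full effect; nearly all actives have a fitted effect of over 55% in size; some results filed as inactive show a strong effect at the top dose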
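Yeast FUS proteinopathy model; galactose-induced FUS (2%), starting OD 0.005. Cpds in dilution series, 24hr, 30C, 99% humidity. Abs 600 nm growth. Pos ctrl CP55940 (top 92uM final); neg ctrl DMSO.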
Mm-Cpn inhibitor: Inhibitors of TCP-1 ring complex (TRiC) of Methanococcus maripaludis (MmCpn): qHTS | Chaperonin Mm-Cpn (Methanococcus maripaludis) | Potency, µM (doses to about 76.9 µM), inactives show at the top dose activity, negative = inhibition, usual class: inhibitors | AID 504842, 2011 | 330,000 compounds, 0.031% hits | purified Mm-Cpn ATPase, ADP Transcreener TR-FRET; note: potency is the fitted concentration of half-maximal effect; % is set by controls: 0 for no effect and ±100 for the full control effect; nearly all actives have a fitted effect of over 80% in size
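Purified archaeal chaperonin (25 nM final) was preincubated with compound for 10 min at 37°C, then ATP (10 uM final) was added for 30 min at 37°C in Tris pH 7.4/KCl/MgCl2/DTT buffer. ADP was quantified by HTRF Transcreener TR-FRET.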
aSyn rescue: qHTS of alpha-syn Inhibitors. 370,000 compounds, 0.14% hits. Potency, µM (highest dose often 46.1 µM), for the others: at the top dose growth rescue (activation), hits mostly activators. Yeast expressing alpha-synuclein, growth rescue, BacTiter-Glo, 24 h; note: potency is the fitted concentration of half-maximal effect; % of control where 0% means no effect; nearly all actives have a fitted effect of over 65% in size
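Screening used galactose-induced yeast with toxic alpha-synuclein levels, exposed to compound for 24 hr at 30 deg C. Cell growth, read with BacTiter-Glo luminescence, gave the measured signal.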
Akt phos inh: HTS Assay for Inhibitors of Akt Phophorylation: Primary Screen | Neuro2A IGF-stimulated pAkt S473 HTRF, 20 min; stronger effect = lower value | activity change, % for hits at 50 µM | 360,000 compounds, 0.32% hits; in the data active = activity change below about -80%; inconclusive = mostly about -51% to -80%; note: % is set by controls: 0 for no effect and ±100 for the full control effect
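Neuro2A cells (4,500/well, DMEM with 0.5% FBS) were treated with compound at a single 50 µM final concentration, stimulated with 6 nM IGF for 20 min at 37 °C, and lysed. Phospho-Akt Ser473 was read by HTRF as 665/615 ratio ×10^4.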
HEK293 tox: qHTS of GLP-1 Receptor Inverse Agonists: Cytotox Screen | 410,000 compounds, 0.13% hits | AID 624418, 2012 | HEK293 cAMP-luciferase reporter cells, luminescence, 24 h | Potency, µM (highest dose often 38.3 µM), without a hit: at the top dose activity change, negative = inhibition, hits mostly inhibitors;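 note: loss of luciferase light is scored as toxicity; potency is the fitted concentration of half-maximal effect; % is set by controls: 0 for no effect and ±100 for the full control effect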
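Seeding density was 200 cells/uL; after overnight-length (12 h) culture, 23 nL compounds went on for 24 h at 37 °C. Readout used a luciferase detection reagent, luminescence taken after 12 min at room temperature.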
Abeta yeast res: qHTS for compounds that reverse cellular toxicity of Amyloid beta (A-beta) peptide in yeast: Primary Screen. yeast expressing A-beta42, growth rescue, OD600, 48 h; response scale: 0% DMSO, 100% iron-clioquinol control. Potency, µM (titrated, usually from 46.1 µM), without a hit: at the top dose growth rescue, usual class: activators. 410,000 compounds, 0.063% hits. AID 1347071, 2019; note: potency is the fitted concentration of half-maximal effect; nearly all actives have a fitted effect of over 55% in size
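Yeast growth medium received pinned compounds, then yeast cells expressing toxic A-beta were added; plates incubated at 30 C for 48 hr. Growth read as absorbance at 600 nm, normalized to DMSO and equimolar FeCl3 plus clioquinol controls.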
PTHR1 ag: qHTS for PTHR1 Agonists: Primary Screen | Parathyroid hormone/parathyroid hormone-related peptide receptor (Homo sapiens), Q03431 | HEK293 GP2 PTHR1 cells, GloSensor cAMP luminescence, 1 h | Potency, µM (doses to about 115 µM), for inactives: top-dose activation, hits mostly activators | 410,000 compounds, 0.075% hits; note: potency is the fitted concentration of half-maximal effect; nearly all actives have a fitted effect of over 55% in size; some results filed as inactive show a strong effect at the top dose; inactives centre near -15; many of its hits are not listed in these tables
Target sequence (Q03431 whole entry, looked up): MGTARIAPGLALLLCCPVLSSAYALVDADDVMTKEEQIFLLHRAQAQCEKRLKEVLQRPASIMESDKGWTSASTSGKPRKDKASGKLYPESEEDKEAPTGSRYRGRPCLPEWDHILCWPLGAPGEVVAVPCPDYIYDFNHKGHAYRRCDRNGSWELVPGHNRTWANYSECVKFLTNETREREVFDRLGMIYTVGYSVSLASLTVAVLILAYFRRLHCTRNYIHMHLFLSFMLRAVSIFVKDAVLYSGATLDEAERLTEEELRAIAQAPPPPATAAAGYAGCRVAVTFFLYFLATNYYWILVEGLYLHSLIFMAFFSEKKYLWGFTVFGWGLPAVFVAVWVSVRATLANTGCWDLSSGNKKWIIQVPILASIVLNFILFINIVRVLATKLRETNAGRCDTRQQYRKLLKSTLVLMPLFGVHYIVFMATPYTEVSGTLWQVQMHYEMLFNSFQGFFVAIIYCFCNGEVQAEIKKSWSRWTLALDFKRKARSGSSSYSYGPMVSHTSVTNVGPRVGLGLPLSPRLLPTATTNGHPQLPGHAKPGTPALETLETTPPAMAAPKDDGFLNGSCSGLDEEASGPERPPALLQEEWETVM
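HEK-293-derived GP2 cells expressing PTHR1 and a GloSensor cAMP reporter, 3,000/well, plated overnight, given luciferin plus IBMX (each 0.5 mM as added) for 1 h at 37 °C, then compound for 1 h at 37 °C. Luminescence was read after 15 min at room temperature.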
TDP-43 yeast inh: qHTS of TDP-43 Inhibitors; TDP-43 expressing yeast growth rescue, BacTiter-Glo, 24 h; Potency, µM (series often up to 46.1 µM), for inactives: at the highest dose growth rescue (activation), usual class: activators; 410,000 compounds, 1.8% hits; AID 652104, 2013; note: potency is the fitted concentration of half-maximal effect; % of control where 0% means no effect; nearly all actives have a fitted effect of over 50% in size
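Readout is BacTiter-Glo luminescence of cell growth, so inhibitors register as activators. TDP-43-expressing yeast at OD600=0.02 in galactose medium, after raffinose pregrowth to mid-log, were incubated with compound for 24 hr at 30 deg C.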
* marks the source's active call; other numbers are inactive results; i = inactive; ? = inconclusive; / = not tested or not shown; [ ] = remark or other dose. Unless noted, calls come from the whole dose curve; as a rule, active = well fitted curve in the direction sought with a large enough effect; inconclusive = small, poorly fitted or top-dose-only effect, or another doubt; inactive = no such curve, though single readings can be large; an effect the other way counts as inactive or inconclusive.

SMILES	GLP-1R inv ag	FUS yeast rescue	Mm-Cpn inhibitor	aSyn rescue	Akt phos inh	HEK293 tox	Abeta yeast res	PTHR1 ag	TDP-43 yeast inh
O=C(Nc1ccccc1)c1ccc(NCC2CCCO2)c([N+](=O)[O-])c1 (stereo not given)	30%[activator]	/	0%	-5%	i	4%	-4%	i	5%
COc1ccc(C(=O)OC(C)C(=O)NC(C)CCc2ccccc2)cc1OC (stereo not given)	7%	9%	1%	0%	i	14%	4%	-11%	11%
C=CCNC(=S)Nc1cccc(N)c1	8%	12%	0%	-7%	i	6%	-17%	?	20%
CCN(CC)C(=S)SCC(=O)NC12CC3CC(CC(C3)C1)C2	2.8µM*	11%	0%	3%	i	0%	-5%	-28%	3%
CCCSc1nnc2[nH]c(=O)cc(N)n12	7%	1%	1%	-2%	i	-1%	21%	i	10%
CCCN1CC=C2C(C#N)=C(N)C(C#N)(C#N)C(c3cc(OC)ccc3OC)C2C1 (stereo not given)	1%	22%	1%	0%	i	12%	-3%	-21%	8%
Nc1ccc(C(=O)NCCCSc2ccccc2)cc1[N+](=O)[O-]	?	-3%	1%	1%	i	-17%	12%	-5%	-2%
CC(NC(=O)CCC(=O)NC(C)C1COc2ccccc2O1)C1COc2ccccc2O1 (stereo not given)	8.9µM*	-8%	0%	-2%	i	-14%	-1%	-27%	-5%
Cc1ccc2nsnc2c1S(=O)(=O)N1CCN(CCc2ccccc2)CC1	0%	11%	0%	3%	i	-3%	16%	-21%[57.5 µM]	19%
Cc1ccc(C(=O)Oc2ccc3c(c2)ncn3C)cc1	2%	-11%	-2%	-6%	i	1%	19%	-12%[57.5 µM]	-20%
CC(C)N(Cc1ccccc1)C(=O)CN1C(=O)NC2(CCCc3ccccc32)C1=O (stereo not given)	?	22%	?	9%	i	-3%	-4%	-69%	-11%
COc1ccc(N(C(C)C(=O)NCCSCc2cccc(Cl)c2)S(C)(=O)=O)cc1 (stereo not given)	?	45%	-3%	5%	i	1%	-6%	-11%	28%
CCOc1ccc(NC2c3ccccc3C(=O)N2Cc2ccco2)cc1 (stereo not given)	-8%	12%	0%	2%	i	-10%	4%	-30%	1%
CCN(CC)S(=O)(=O)c1ccc(-c2nnc(SCC(=O)N3CCOCC3)o2)cc1	-2%	3%	0%	3%	i	2%	15%	i	-15%
CCN1CCN(Cc2ccc(NC(=O)Nc3ccccc3)cc2)CC1	?	-23%	0%	0%	i	0%	-3%	-23%	14%

One compound at a time (already shown):
Entry for `CC(C)N(Cc1ccccc1)C(=O)CN1C(=O)NC2(CCCc3ccccc32)C1=O` (stereo not given) = GLP-1R inv ag = ?; FUS yeast rescue = 22%; Mm-Cpn inhibitor = ?; aSyn rescue = 9%; Akt phos inh = i; HEK293 tox = -3%; Abeta yeast res = -4%; PTHR1 ag = -69%; TDP-43 yeast inh = -11%
Entry for `Cc1ccc2nsnc2c1S(=O)(=O)N1CCN(CCc2ccccc2)CC1` = GLP-1R inv ag = 0%; FUS yeast rescue = 11%; Mm-Cpn inhibitor = 0%; aSyn rescue = 3%; Akt phos inh = i; HEK293 tox = -3%; Abeta yeast res = 16%; PTHR1 ag = -21%[57.5 µM]; TDP-43 yeast inh = 19%
Entry for `COc1ccc(N(C(C)C(=O)NCCSCc2cccc(Cl)c2)S(C)(=O)=O)cc1` (stereo not given) = GLP-1R inv ag = ?; FUS yeast rescue = 45%; Mm-Cpn inhibitor = -3%; aSyn rescue = 5%; Akt phos inh = i; HEK293 tox = 1%; Abeta yeast res = -6%; PTHR1 ag = -11%; TDP-43 yeast inh = 28%

Returning to the listing with the 2 entries that preceded the break.
SMILES	GLP-1R inv ag	FUS yeast rescue	Mm-Cpn inhibitor	aSyn rescue	Akt phos inh	HEK293 tox	Abeta yeast res	PTHR1 ag	TDP-43 yeast inh
CCN(CC)S(=O)(=O)c1ccc(-c2nnc(SCC(=O)N3CCOCC3)o2)cc1	-2%	3%	0%	3%	i	2%	15%	i	-15%
CCN1CCN(Cc2ccc(NC(=O)Nc3ccccc3)cc2)CC1	?	-23%	0%	0%	i	0%	-3%	-23%	14%
CCOc1ccc(/C=C/c2nc(C#N)c(NC3CCCCC3)o2)cc1	1%	-22%	/	/	/	-11%	9%	-18%	9%
O=C(c1ccc2c(=O)n3c(nc2c1)CCC3)N1CCN(S(=O)(=O)c2ccccc2Br)CC1	2%	20%	/	6%	i	-9%	-18%	-18%	25%
O=[N+]([O-])c1ccc(Cl)c(/C=N/n2c(-c3ccncc3)n[nH]c2=S)c1	-5%	2%	2%	-6%	i	19%	-15%	i	-12%
C#CCOCCOCCOCCNc1nc(N2CCN(C(=O)[C@H]([C@@H](C)CC)n3cc(CCCCN)nn3)CC2)nc(N2CCN(C(=O)[C@H](C)n3cc(CCC(=O)O)nn3)CC2)n1	7%	-12%	-1%	3%	i	-2%	7%	i	0%
O=C(O)c1ccc(/C=C2\SC(=S)N(Nc3ccccc3)C2=O)cc1	?	20%	-3%	8%	i	-28%	3%	-33%[inhibitor]	-21%
CCc1ccc(NC(=O)c2nn(-c3ccc(OC)cc3)c(=O)c3c2c2ccccc2n3C)cc1	-7%	-12%	/	/	/	-3%	-16%	i	13%
O=C(N/N=C/c1cccnc1)C1CCCCC1	-12%[7.66 µM]	-2%	-15%	5%	i	-8%[7.66 µM]	5%	-22%	13%
Cc1cc(C)cc(OCC(=O)O/N=C(\N)c2cccnc2)c1	8%	-5%	-5%	10%	i	8%	-20%	i	5%
COc1cc(/C=C/CO)cc(OC)c1O[C@@H]1O[C@H](CO)[C@@H](O)[C@H](O)[C@H]1O	12%	-17%	1%	2%	i	25%	7%	-22%	3%
CC(=O)c1c(C)[nH]c(C(=O)OCc2ccc(F)cc2Cl)c1C	8%	18%	-6%	0%	i	5%	9%	-18%	9%
CC(C)C(NS(=O)(=O)c1cccc2nsnc12)C(=O)NCc1ccco1 (stereo not given)	-21%	-16%	1%	-9%	i	0%	8%	-9%	6%
CCc1ccc(NC(=O)CSCc2ccc(C(=O)O)cc2)cc1	-11%	-32%	-6%	-10%	i	30%	-3%	-4%	14%
O=C(O)c1ccc2c(c1)C(=O)N(C(Cc1ccccc1)C(=O)O)C2=O (stereo not given)	26%	8%	-7%	0%	i	-12%	-1%	16%[57.5 µM]	4%
COc1ccc(CC(=O)Nc2cc(Cl)ccc2O)cc1	-11%	-17%	2%	-10%	i	1%	0%	16%[57.5 µM]	1%
Cc1ccc(/C=N/NC(=O)CNC(=O)c2ccc(S(=O)(=O)N3CCCC3)cc2)o1	13%	-14%	-1%	-9%	i	8%	-2%	i	10%
Cn1c(=O)[nH]c(=O)c2c1[nH]c(=S)n2Cc1ccc(Cl)cc1	-12%	-15%	-2%	9%	i	0%	-10%	-28%	5%
CC1Sc2ccc(S(=O)(=O)N3CCC(C(=O)NCc4ccc(Cl)cc4)CC3)cc2NC1=O (stereo not given)	?	?	-6%	14%	i	-5%	1%	i	-2%
COc1ccccc1OCC(=O)N1CC2(C)CC1CC(C)(C)C2 (stereo not given)	?	13%	-3%	-11%	i	-12%	13%	-2%[57.5 µM]	5%
O=C1/C(=C\c2ccccn2)SC(=S)N1c1ccc(S(=O)(=O)Nc2nccs2)cc1	-1%	0%	0%	-1%	i	6%	-8%	-21%	7%
CC(=O)N1CCN(C(=S)Nc2ccc(SC(F)F)cc2)CC1	-27%	18%	-3%	-1%	i	11%	-8%	i	-10%
CC(C1SC(=S)NC1=O)C1SC(=S)NC1=O (stereo not given)	-9%	7%	/	-1%	i	-2%	2%	i	24%
CCn1nc(C)c(NC(=O)/C=C/c2ccc(OC)c(COc3ccc(Br)cc3)c2)c1C	-5%	?	-2%	8%	i	-18%	10%	-3%	5%
O=C(N/N=C1\CCCc2ccccc21)c1ccccc1Cl	-17%	7%	2%	1%	i	-27%	-4%	i	-5%[1.82 µM]
CC(Sc1ccc2c(c1)OCCO2)C(=O)Nc1ccc(N2CCOCC2)cc1 (stereo not given)	9%	8%	1%	8%	i	0%	-7%	i	0%
CC1CCN(C(=S)NC(=O)c2ccco2)CC1	?	-15%	1%	-1%	i	?	-2%	i	17%
CC1Cc2nc(SCC(=O)Nc3nccs3)n(Cc3ccccc3)c(=O)c2S1 (stereo not given)	-13%	1%	1%	-2%	i	-29%	5%	i	24%
COc1ccc2[nH]c3nc(SCC(=O)NNC(=O)c4ccc(OC)c(OC)c4)nnc3c2c1	65%[activator]	22%	3%	-6%	i	2%	-6%	i	-29%
CCN1CCN(CCNC(=O)c2ccc3c(c2)NC(=O)/C(=C\c2cccc(Cl)c2)S3)CC1	-24%	2%	/	?	i	0%	0%	-24%	3%
Cc1cc(Br)cn2c(Cc3ccccc3)c(-c3cccc(Cl)c3)nc12	?	6%	/	10%	i	3%	-16%	i	14%
Cc1ccc(CS(=O)(=O)CCC(=O)NCc2ccc(F)cc2)cc1	-20%	-1%	4%	6%	i	-9%	14%	i	-5%

Screens: PubChem BioAssay, National Center for Advancing Translational Sciences (NCATS)

This is a subset; the hit share may differ from the screen's.
